From PubChem
TR SRC2 fluor cs = Texas Red fluorescence interference in TRb-SRC2 counter-screen. Potency, µM (titrated, usually from 106 µM), without a hit: at the top dose fluorescence change, negative = quenching. 0.29% of 280,000 active. TRb/SRC2 Texas Red total fluorescence interference; active = well fitted curve in either direction with a large enough effect
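Human TRβ ligand-binding domain (0.6 uM) and Texas Red SRC2 peptide (20 nM) in Tris buffer with 1 uM T3 and 5% DMSO were incubated with pinned compound for 5 hr at ambient temperature. Total fluorescence was computed as S + 2P (555/632 nm).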
GAA spleen mod = lysosomal alpha-glucosidase (human) modulation; P10253; human spleen homogenate, 4-MU-alpha-glucoside fluorescence; Potency, µM (series often up to 79.9 µM), for inactives: at the highest dose activity change, negative = inhibition, most hits filed as inhibitors; 0.006% of 240,000 active;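 also: 0% = enzyme with vehicle and -100% = no enzyme basal signal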
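Human spleen homogenate (1 ug) incubated with compounds and 1 mM 4-methylumbelliferyl-alpha-D-glucopyranoside in pH 5.0 citrate/phosphate buffer, 37 C, 40 min. Stopped at pH 10; 4-MU fluorescence (Ex 365/Em 440 nm); AC50 by Hill fit.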
GoLoco inh red = inhibitors of human Gai1-RGS12 GoLoco interaction (red fluorophore); P63096; Gai1:RGS12 GoLoco peptide FP, rhodamine, 10 min; Potency, µM (top dose mostly 61.6 µM), for the others: top-dose activity, negative = inhibition, most hits filed as inhibitors; 0.44% of 230,000 active; AID 880; active = well fitted inhibition curve with a large enough effect, not every such curve was filed as active; inactive = no such curve, though single readings can be large or run the other way; also: nearly all actives have a fitted effect of over 30% in size; many of its hits are not listed in these tables
RECQ1 inh = blocks DNA unwinding by human RECQ1; AID 2549; 0.54% of 240,000 active; Potency, µM (top dose mostly 57.3 µM), for inactives: at the top dose activity, negative = inhibition, actives largely listed as inhibitors; RECQ1 DNA unwinding, red fluorescence kinetic read; P46063;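 also: plate controls were vehicle for no effect and no enzyme for full effect; nearly all actives have a fitted effect of over 30% in size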
Target sequence (P46063 whole entry, looked up): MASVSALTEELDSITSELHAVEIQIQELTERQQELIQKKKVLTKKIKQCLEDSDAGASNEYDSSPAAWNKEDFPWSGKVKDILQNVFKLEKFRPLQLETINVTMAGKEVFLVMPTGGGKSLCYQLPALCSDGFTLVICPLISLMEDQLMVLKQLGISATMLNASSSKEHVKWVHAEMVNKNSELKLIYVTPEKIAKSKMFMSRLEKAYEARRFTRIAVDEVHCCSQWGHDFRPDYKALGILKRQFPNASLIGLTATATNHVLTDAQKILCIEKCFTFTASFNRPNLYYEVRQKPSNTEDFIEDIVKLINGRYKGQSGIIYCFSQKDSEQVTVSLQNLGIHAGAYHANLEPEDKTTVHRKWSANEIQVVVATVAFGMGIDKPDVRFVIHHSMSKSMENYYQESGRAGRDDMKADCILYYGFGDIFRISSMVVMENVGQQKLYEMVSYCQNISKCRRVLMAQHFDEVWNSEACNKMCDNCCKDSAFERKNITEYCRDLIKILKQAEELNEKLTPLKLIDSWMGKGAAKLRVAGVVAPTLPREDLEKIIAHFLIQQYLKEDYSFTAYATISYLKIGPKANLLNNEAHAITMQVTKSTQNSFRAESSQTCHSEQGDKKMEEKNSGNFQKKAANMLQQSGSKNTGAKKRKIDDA
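RECQ1T1 50 nM; forked duplex (20 bp + 30-nt ss tails) 200 nM, ATP 2 mM final; pH 8.0, 2 mM MgCl2, 2.5 ug/ml poly(dI-dC); 15 min compound preincubation; discontinuous kinetic read over 2 h at RT.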
TRb SRC2 PPI = TRbeta-SRC2 interaction inhibition; 0.065% of 280,000 active; TRbeta-SRC2 peptide binding, fluorescence polarization; receptor liganded with 1 µM T3; AID 1469; P10828; Potency, µM (series often up to 106 µM), without a hit: at the highest dose activity change, negative = inhibition, most hits filed as inhibitors;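 also: plate controls were bound peptide for no effect and peptide without receptor for full effect; nearly all actives have a fitted effect of over 50% in size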
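Quantitative HTS by FP: 0.6 uM TRb LBD, 20 nM labeled SRC2 20-mer, 1 uM T3, 5% DMSO; 5 hr ambient incubation; % activity per concentration and potencies from concentration series.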
* = called active by the depositor; & = joins results of further samples. Unless noted, calls follow the shape of the dose curve; as a rule, active = well fitted curve in the direction sought with a large enough effect; inconclusive = small, poorly fitted or top-dose-only effect, or another doubt; inactive = no such curve, though single readings can be large; an effect the other way counts as inactive or inconclusive. Unless noted, % is scaled to controls: 0 for no effect and ±100 for the full control effect; potency is read from the fitted curve at half-maximal effect. Only part of the results is shown; rates above refer to the full screens.

SMILES | TR SRC2 fluor cs | GAA spleen mod | GoLoco inh red | RECQ1 inh | TRb SRC2 PPI
Cc1cn([C@H]2C[C@H](O)[C@@H](CO)O2)c(=O)[nH]c1=O | 2%&-2% | -8%&6% | -5%&4% | -2%&-1% | -3%&-1%
